Source: PubChem BioAssay
OX1R antag-1: blocks the human orexin 1 receptor; OX1R-expressing cells, FRET antagonist read-out; inhibition, % at 6.6 µM; actives 1.8% (n = 330,000); AID 485270; in the data active = inhibition mostly above about 38%, no sharp cut-off; inactive = mostly below about 40%;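 note: 0% = agonist challenge alone and 100% = reference antagonist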
CHT allo act: allosterically activates the human high affinity choline transporter; Q9GZV3; CHT-expressing cells, membrane potential dye, choline EC20; stronger effect = higher value; LV-AA mutant CHT in HEK293 cells; B-score at 10 µM; actives 0.49% (n = 310,000);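 active = initial fluorescence not abnormally high and integrated response B-score, plate-corrected, over 3 SD above library mean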
Target sequence (Q9GZV3 whole entry, looked up): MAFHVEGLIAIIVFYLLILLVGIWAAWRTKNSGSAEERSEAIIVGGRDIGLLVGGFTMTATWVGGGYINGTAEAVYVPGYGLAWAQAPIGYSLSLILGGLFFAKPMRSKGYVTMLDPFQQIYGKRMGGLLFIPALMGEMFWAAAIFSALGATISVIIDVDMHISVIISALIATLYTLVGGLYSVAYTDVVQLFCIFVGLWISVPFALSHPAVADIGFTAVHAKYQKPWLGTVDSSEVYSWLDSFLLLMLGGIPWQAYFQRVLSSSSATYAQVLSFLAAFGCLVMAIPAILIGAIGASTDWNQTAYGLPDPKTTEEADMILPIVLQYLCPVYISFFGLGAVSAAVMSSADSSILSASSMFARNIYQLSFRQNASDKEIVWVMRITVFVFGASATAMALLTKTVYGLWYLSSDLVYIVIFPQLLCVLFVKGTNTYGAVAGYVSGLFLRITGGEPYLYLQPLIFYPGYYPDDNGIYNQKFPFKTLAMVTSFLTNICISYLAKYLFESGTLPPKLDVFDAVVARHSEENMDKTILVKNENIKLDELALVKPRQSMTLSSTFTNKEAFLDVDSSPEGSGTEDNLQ
OX1R antag-2: human HCRTR1 antagonism; O43613; CHO/OX1R cells, Fluo-8 calcium fluorescence, orexin A; inhibition, % at 5 µM; actives 0.43% (n = 330,000); AID 434989;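 active = inhibition above its plate's threshold, mean inhibition of all tested compounds on the plate plus 3 SD, cut at about 37% in these data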;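 note: 0% = orexin A challenge wells and 100% = SB-334867-A antagonist wells; not every result past the cut was called active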
Numbers without * were called inactive; i = inactive; . = not tested or not shown.

SMILES	OX1R antag-1	CHT allo act	OX1R antag-2
Cc1cc(Cl)ccc1Oc1ccccc1C(=O)CC#N	32	i	-19
c1ccc2c(C3=NNC(=NC4CC4)SC3)c[nH]c2c1	13	i	-9
COc1ccccc1C1=NOC(CN2C(=O)c3ccccc3S2(=O)=O)C1 (centres undefined)	9	i	-18
CS(=O)(=O)n1nc(-c2cccnc2)nc1NCc1ccccc1	7	i	-18
CN(c1ccc(OCC(=O)OCC(=O)Nc2c(F)c(F)c(F)c(F)c2F)cc1)S(=O)(=O)c1ccc(F)cc1	6	i	4
COC(=O)c1c(C)[nH]c(C(=O)C(C)OC(=O)C2=NNC(=O)CC2)c1C (centres undefined)	7	i	-12
COc1ccc(NC(=O)CN2C(=O)NC(C)(C3CC3)C2=O)cc1S(=O)(=O)N1CCCCC1 (centres undefined)	-2	.	-2
COc1ccc(CC(=O)c2ccc(O)cc2O)cc1	8	i	-16
COc1ccccc1N1CCN(C(=O)c2ccc3nc[nH]c3c2)CC1	15	i	2
C=CCS/C(N)=N\N=C\c1cc(Br)cc([N+](=O)[O-])c1O	56	i	0
CCN1CCN(c2ccc(S(=O)(=O)N3CCOCC3)cc2NC(=O)c2ccc(C)cc2C)CC1	17	.	-26
CCn1c(SCc2nc3sc(C(=O)O)c(C)c3c(=O)[nH]2)nc2ccccc21	4	i	0
N#CC1=C(S)N(c2ccccc2)C(c2ccc(-c3cc(Cl)ccc3Cl)o2)NC1=O (centres undefined)	10	i	-13
O=C(CN1CCN(S(=O)(=O)c2ccc(Cl)s2)CC1)N1CCOCC1	17	i	8
Cc1nnc(SCCC(=O)Nc2nc(-c3ccccc3)ns2)s1	22	i	-2
COc1ccc2c(c1)c(=O)oc1cc(OCC(=O)NC3CC3)ccc12	0	i	-13
Cc1cc(C(=O)N2CCN(c3ccc(C(F)(F)F)cn3)CC2)c(C)o1	10	i	-22
O=C(CCN1C(=O)C2C3CC(C(Br)C3Br)C2C1=O)OCC(=O)c1ccccc1 (centres undefined)	10	i	-6
CCC(C)(C)NC(=O)COc1ccc(OCc2ccccc2)cc1	18	i	-15
[O-][n+]1c2ccccc2c2n1CCN=C2c1ccc(Cl)cc1	24	i	-20
Cc1[nH]c2ccccc2c(=O)c1SC(F)(F)C(F)C(F)(F)F (centres undefined)	20	i	-19
CCN1C(=O)C(CC(=O)Nc2ccc(F)cc2)N(Cc2ccc3c(c2)OCO3)C1=S (centres undefined)	27	i	-12
COCCN(C(C)=O)c1nnc(-c2ccccn2)s1	14	i	-7
CCCN1CCN(C(=O)c2ccc(-c3ccc([N+](=O)[O-])cc3)o2)CC1	22	.	-3
CCN1CCN(CC(=O)Nc2ccc(Cl)c(S(=O)(=O)N(C)C)c2)CC1	1	i	-4

Individual results from the entries so far:
O=C(CN1CCN(S(=O)(=O)c2ccc(Cl)s2)CC1)N1CCOCC1 @ OX1R antag-2: 8
C=CCS/C(N)=N\N=C\c1cc(Br)cc([N+](=O)[O-])c1O @ OX1R antag-2: 0

Back to the main list, repeating the two entries before the break.
SMILES	OX1R antag-1	CHT allo act	OX1R antag-2
CCCN1CCN(C(=O)c2ccc(-c3ccc([N+](=O)[O-])cc3)o2)CC1	22	.	-3
CCN1CCN(CC(=O)Nc2ccc(Cl)c(S(=O)(=O)N(C)C)c2)CC1	1	i	-4
CNC(=S)N(Cc1cc2cc(OC)c(OC)cc2[nH]c1=O)C1CCCC1	8	i	-22
O=C(Nc1nc2c(F)cc(F)cc2s1)c1ccc([N+](=O)[O-])o1	13	i	-13
Cc1cccc(NC(=O)c2ccc3c(c2)OCCO3)n1	-1	i	-10
NS(=O)(=O)c1ccc(NC(=O)CCc2ccccc2)cc1	0	i	-1
CCCCNc1ncnc2sc3c(c12)CCN(CCC)C3	6	i	-32
O=C(/C=C/c1ccco1)Nc1ccc2nc3n(c(=O)c2c1)CCCC3	33	i	-1
Cc1cccc(C)c1NC(=O)CSc1cc(C(=O)c2nccn2C)c2ccccc2n1	21	i	-30
COc1ccc(C)cc1NC(=S)Nc1ccccc1SC	-2	i	3
Cc1ccc(C(=O)Nc2ncc([N+](=O)[O-])s2)cc1	54*	i	2
Nc1[nH]c2cc([N+](=O)[O-])ccc2c1-c1ccccn1	17	i	51*
O=C(Nc1ccccc1)/C(=C1\CCCN1)[N+](=O)[O-]	8	i	-6
Cc1ccc(C)c(NC(=O)c2ccccc2NS(=O)(=O)c2cc([N+](=O)[O-])ccc2C)c1	55*	i	7
CS(=O)(=O)c1ccc2nc(NC(=O)c3ccc(Cl)cc3)sc2c1	48	i	-12
O=C(/C=C/c1ccccn1)c1cc(Br)ccc1O	18	i	-28
COCCCn1c(=O)c2sccc2n(Cc2ccccc2)c1=O	0	i	-15
COc1cc(SC)ccc1C(=O)Nc1ncc(C)s1	18	i	-19
CC(=O)c1ccc(NC(=O)c2cnsn2)cc1	15	i	-4
COc1ccc(CCNC(=O)N2c3ccccc3Sc3ccccc32)cc1	45	i	30
Cc1ccc(C)c(NCC(O)c2ccccc2)c1 (centres undefined)	7	i	-14
CCNC(=S)Nc1ccc(OC(F)(F)F)cc1	24	i	-13
COc1ccc2oc(C(=O)OCC(=O)N3CCN(S(=O)(=O)c4ccc(C)cc4)CC3)c(C)c2c1	2	i	-24
Nc1ncnc2c1ncn2[C@@H]1O[C@H](CNCc2cccn2-c2nccs2)[C@@H](O)[C@H]1O	6	.	-7
O=C(CSC1=NS(=O)(=O)c2cc(Cl)ccc2N1)Nc1ccccc1C(F)(F)F	26	i	-6
Cc1nc(SCc2ccc(OCCC(C)C)cc2)n[nH]1	7	i	-13
CC(C)CC(=O)Nc1ccc(C(=O)COC(=O)C2CC(=O)N(Cc3ccccc3)C2)cc1 (centres undefined)	-2	.	-1

Further structures.
SMILES	OX1R antag-1	CHT allo act	OX1R antag-2
Cc1nn(Cc2ccccc2)c(C)c1CCC(=O)O	13	i	-6
O=C(Nc1ccc(Cl)cc1)c1nc[nH]c1C(=O)NCCCCNC(=O)c1[nH]cnc1C(=O)Nc1ccc(Cl)cc1	6	.	-10
COc1ccc(-n2c(=S)[nH]c3cc(C(=O)N4CCN(c5ccccc5)CC4)ccc3c2=O)cc1	7	i	-28
CN(CC(=O)Nc1cccc(F)c1)C(=O)COc1ccc2c(c1)CCC2	4	.	3
COc1ccc(C2/C=C\CN(S(=O)(=O)/C=C/c3ccccc3)CC(=O)N2Cc2ccc(F)cc2)cc1 (centres undefined)	50	i	-11
COc1ccc(N(C)S(=O)(=O)c2cccc(C(=O)NCC3CCCO3)c2)cc1 (centres undefined)	-4	i	-16
COc1cc2sc3ccc(C#Cc4ccc(N)cc4)cc3c(=O)c2cc1OC	27	i	-13
Cc1c(C(=O)Nc2nc3ccccc3[nH]2)oc2ccc(Br)cc12	17	i	-27
N#C/C(=C\c1cccc(Oc2ccc(C(F)(F)F)cc2[N+](=O)[O-])c1)c1nc2ccccc2[nH]1	23	i	-15
COc1ccc(C)cc1NC(=O)NC(C)c1ccncc1 (centres undefined)	8	i	-17
CCCCNC(=O)C1CC(=O)N(CCC(C)C)C1 (centres undefined)	13	i	-3
CCOC(=O)c1sc(NS(=O)(=O)c2ccccc2)nc1C	10	i	6
Cn1c(C(=O)N2CCN(C(=O)c3ccco3)CC2)cc2c(=O)n3ccccc3nc21	43	i	-11
CCOC(=O)C(C)n1cnc2c(cnn2-c2ccc(Cl)cc2)c1=O (centres undefined)	36	i	-6
Cc1cc[n+](-c2nc([O-])sc2/C=N/Nc2ccc([N+](=O)[O-])cc2)cc1	10	i	-17
Cc1nc2ccc(C(=O)Nc3cccc([N+](=O)[O-])c3)cc2s1	24	i	-22
O=C(CCCCCN1C(=O)[C@@H]2Cc3ccccc3CN2C1=O)NCCc1ccccc1	11	i	-60
Cc1ccc(NC(=S)NNC(=O)c2ccco2)cc1	3	i	2
Cc1cc(O)cc2c(=O)c3ccccc3sc12	86*	i	52*
COc1cc(/C=C/C(=O)OCC(=O)NC(=O)NC2CCCCC2)ccc1OC(F)F	-7	i	-44
COc1cccc(CC(=S)N2CCOCC2)c1	1	i	4
COc1ccc(-c2nn(-c3ccccc3)cc2C(=O)N2CCN(S(=O)(=O)c3cccc(F)c3)CC2)cc1	5	i	-19
C=CCOc1c(Cl)cc(CNn2cn[nH]c2=S)cc1OC	15	i	-11
Cc1nn(C(=O)c2ccco2)c(C)c1Sc1ccc([N+](=O)[O-])cc1	13	i	2
CC(C(=O)N1CC2(C)CC1CC(C)(C)C2)N1C(=O)c2ccccc2C1=O (centres undefined)	10	i	-10

Continuation.
SMILES	OX1R antag-1	CHT allo act	OX1R antag-2
COc1cc(NC(=O)c2ccc(Br)o2)c(C(=O)O)cc1OC	12	i	6
C=CCN1C(=O)c2ccc(C(=O)N(C)CC(=O)Nc3cccc(F)c3)cc2C1=O	4	i	-23
Cc1ccc(/C=C/C(=O)Nc2cc(=O)n(C)c(=O)n2C)o1	19	i	0
Clc1ccc(-c2ccc(/C=N/Nc3cc(N4CCOCC4)nc(N4CCOCC4)n3)o2)cc1	27	i	-30
COc1cc(C(=O)N/C(=C\c2cn(C)c3ccccc23)C(=O)NCCN2CCOCC2)cc(OC)c1OC	17	i	-23
O=C(Cc1cccs1)NCCc1cn2ccccc2n1	-6	i	-16
COC(=O)Cn1ncc(N2CC(C)OC(C)C2)c(Cl)c1=O (centres undefined)	24	i	2
CC(C)CN(C(=O)COC(=O)CNC(=O)c1ccc(Cl)cc1)C1CCS(=O)(=O)C1 (centres undefined)	28	i	-15
CCCc1cc(=O)n2[nH]c(C)c(-c3ccc(OC)cc3)c2n1	9	i	-6
Cc1cccc(/C(N)=N/OC(=O)CCCN2C(=O)c3ccccc3C2=O)c1	45	i	-25

Gathered by group: the compounds so far with an NH in an aromatic ring.
SMILES	OX1R antag-1	CHT allo act	OX1R antag-2
c1ccc2c(C3=NNC(=NC4CC4)SC3)c[nH]c2c1	13	i	-9
COC(=O)c1c(C)[nH]c(C(=O)C(C)OC(=O)C2=NNC(=O)CC2)c1C (centres undefined)	7	i	-12
COc1ccccc1N1CCN(C(=O)c2ccc3nc[nH]c3c2)CC1	15	i	2
CCn1c(SCc2nc3sc(C(=O)O)c(C)c3c(=O)[nH]2)nc2ccccc21	4	i	0
Cc1[nH]c2ccccc2c(=O)c1SC(F)(F)C(F)C(F)(F)F (centres undefined)	20	i	-19
CNC(=S)N(Cc1cc2cc(OC)c(OC)cc2[nH]c1=O)C1CCCC1	8	i	-22
Nc1[nH]c2cc([N+](=O)[O-])ccc2c1-c1ccccn1	17	i	51*
Cc1nc(SCc2ccc(OCCC(C)C)cc2)n[nH]1	7	i	-13
O=C(Nc1ccc(Cl)cc1)c1nc[nH]c1C(=O)NCCCCNC(=O)c1[nH]cnc1C(=O)Nc1ccc(Cl)cc1	6	.	-10
COc1ccc(-n2c(=S)[nH]c3cc(C(=O)N4CCN(c5ccccc5)CC4)ccc3c2=O)cc1	7	i	-28
Cc1c(C(=O)Nc2nc3ccccc3[nH]2)oc2ccc(Br)cc12	17	i	-27
N#C/C(=C\c1cccc(Oc2ccc(C(F)(F)F)cc2[N+](=O)[O-])c1)c1nc2ccccc2[nH]1	23	i	-15
C=CCOc1c(Cl)cc(CNn2cn[nH]c2=S)cc1OC	15	i	-11
CCCc1cc(=O)n2[nH]c(C)c(-c3ccc(OC)cc3)c2n1	9	i	-6

Random draw from the library; about 2.5% have a hit in one of these screens.
